Bioassay records as filed in PubChem.
TCR activator – activators of T cell receptors | primary human leukocytes, anti-CD3, IL-2 HTRF, 48 h | Potency, µM (highest dose often 9.22 µM), for the others: at the top dose activation of IL-2 secretion, usual class: activators | AID 504894 | 330,000 tested, under 10 active; note: % of control where 0% means no effect
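Using a-CD3 beads without co-stimulation, primary human leukocytes were exposed to compounds for 48 hr. An HTRF IL-2 kit measured the cytokine, with europium-to-d2 energy transfer producing emission at 665nm upon 320nm excitation.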
Integrin act MD – activators of alpha7 integrin expression for muscular dystrophy | alpha7betagal myoblasts, beta-gal FDG fluorescence, 48 h | Potency, µM (doses to about 38.3 µM), for inactives: at the highest dose activation, hits mostly activators | 350,000 compounds, 0.064% hits;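 note: potency is the fitted concentration of half-maximal effect; 100% = response of the positive control SU9516; nearly all actives have a fitted effect of over 60% in size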
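Alpha7betagal+/- myoblasts (passage 13) were plated 16-24 hr, then exposed to compounds (1:260 dilution of DMSO stock) for 48 hours at 37C. After MPER lysis, β-galactosidase reporter activity was read as FDG fluorescence (ex 480/em 540) after 30 minutes.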
AT treatment – candidate therapy for ataxia-telangiectasia; 320,000 compounds, 0.19% hits; AID 485349; Potency, µM (top dose mostly 57.5 µM), for the others: at the highest dose activation, usual class: activators; […] A-T fibroblasts, KAP-1 phosphorylation AlphaLISA; neocarzinostatin DNA damage 30 min before lysis; note: potency is the fitted concentration of half-maximal effect; % of control where 0% means no effect; nearly all actives have a fitted effect of over 45% in size
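hTERT-immortalized A-T patient fibroblasts ([…]), 500 cells/well in OPTI-MEM, 1% FBS, got compounds for 60 min, then NCS for 30 min at 37C. Lysates were then assayed for phospho-KAP-1 by AlphaLISA (anti-pKAP1 donor, anti-KAP1 acceptor beads), 6 hr at 25C.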
TSG101-PTAP inh – blocks PTAP/TSG101 interaction to inhibit HIV-1 budding; Fluorescence polarization, FITC-PTAP peptide / Tsg101 binding; Q99816; AID 493005; 340,000 tested, under 10 active; Potency, µM (highest dose often 115 µM), for inactives: top-dose activity change, negative = inhibition, hits mostly inhibitors; active = well fitted inhibition curve with a large enough effect in the main read-out, with a control signal flat, not every such curve was filed as active; inconclusive = small, poorly fitted or top-dose-only effect, or effect the other way, or a change in a side signal; inactive = no such curve, though single readings can be large or run the other way; note: potency is the fitted concentration of half-maximal effect; % of control where 0% means no effect
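Steps: Tsg101 binding domain dispensed (10 uM final), compounds pinned in DMSO, FITC-labeled PTAP-motif peptide added (50 nM final); after 20 min binding at room temperature, polarization measured.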
CXXC DNA block – MLL CXXC-DNA interaction inhibition | MLL-CXXC / FITC-HOXA9 DNA fluorescence polarization | Potency, µM (titrated, usually from 115 µM), inactives show at the top dose activity change, negative = inhibition, actives largely listed as inhibitors | 290,000 compounds, 0.037% hits | AID 2662; active = well fitted inhibition curve with a large enough effect in the polarisation, with a control signal flat, not every such curve was filed as active; inconclusive = small, poorly fitted or top-dose-only effect, or effect the other way, or a change in a side signal; inactive = no such curve, though single readings can be large or run the other way; the % refers to the polarisation; note: potency is the fitted concentration of half-maximal effect
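Purified MLL-CXXC (added from a 7 uM solution) was preincubated 5 min at ambient with pinned compounds in 50 mM Tris-HCl pH 7.5, 50 mM NaCl, 1 mM DTT, 0.05% BSA. Fluorescein-labeled HOX-A9 DNA (50 nM solution) followed, 30 min, then polarization read.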
ELG1 repair inh – inhibitors of ELG1-dependent DNA repair in HEK293T cells | HEK293T ELG1-luciferase reporter, luminescence, 16 h; DNA damage induced by 5-fluorouridine | Potency, µM (series often up to 46.1 µM), inactives show top-dose activity change, negative = inhibition, most hits filed as inhibitors | 330,000 compounds, 2.3% hits | AID 504467; note: potency is the fitted concentration of half-maximal effect; % is set by controls: 0 for no effect and ±100 for the full control effect; nearly all actives have a fitted effect of over 55% in size
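Luminescence from the luciferase reporter, measured 30 min after ONE-Glo reagent at room temperature, was the read-out. Beforehand, 2,000 cells per well were exposed for 16 hr at 37 °C to 5-fluorouridine together with compound or vehicle.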
B2AR arrestin – beta2AR (human) beta-arrestin recruitment activity | P07550 | beta-arrestin recruitment to beta2AR, cell-based reporter | Potency, µM (highest dose often 46.1 µM), without a hit: top-dose activation, usual class: activators | 330,000 compounds, 0.02% hits;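 note: potency is the fitted concentration of half-maximal effect; 0% = DMSO controls and full agonism = EC100 isoproterenol or metaproterenol; nearly all actives have a fitted effect of over 65% in size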
TRPV1 agonist – human TRPV1 agonism. Q8NER1. TRPV1-expressing cells, Fluo-8 calcium influx, agonist mode. activation, % at 8.33 µM. 320,000 compounds, 0.19% hits; in the data active = activation above about 80%; inconclusive = between about 30% and that limit; note: 0% is about no effect
Target sequence (Q8NER1 whole entry, looked up): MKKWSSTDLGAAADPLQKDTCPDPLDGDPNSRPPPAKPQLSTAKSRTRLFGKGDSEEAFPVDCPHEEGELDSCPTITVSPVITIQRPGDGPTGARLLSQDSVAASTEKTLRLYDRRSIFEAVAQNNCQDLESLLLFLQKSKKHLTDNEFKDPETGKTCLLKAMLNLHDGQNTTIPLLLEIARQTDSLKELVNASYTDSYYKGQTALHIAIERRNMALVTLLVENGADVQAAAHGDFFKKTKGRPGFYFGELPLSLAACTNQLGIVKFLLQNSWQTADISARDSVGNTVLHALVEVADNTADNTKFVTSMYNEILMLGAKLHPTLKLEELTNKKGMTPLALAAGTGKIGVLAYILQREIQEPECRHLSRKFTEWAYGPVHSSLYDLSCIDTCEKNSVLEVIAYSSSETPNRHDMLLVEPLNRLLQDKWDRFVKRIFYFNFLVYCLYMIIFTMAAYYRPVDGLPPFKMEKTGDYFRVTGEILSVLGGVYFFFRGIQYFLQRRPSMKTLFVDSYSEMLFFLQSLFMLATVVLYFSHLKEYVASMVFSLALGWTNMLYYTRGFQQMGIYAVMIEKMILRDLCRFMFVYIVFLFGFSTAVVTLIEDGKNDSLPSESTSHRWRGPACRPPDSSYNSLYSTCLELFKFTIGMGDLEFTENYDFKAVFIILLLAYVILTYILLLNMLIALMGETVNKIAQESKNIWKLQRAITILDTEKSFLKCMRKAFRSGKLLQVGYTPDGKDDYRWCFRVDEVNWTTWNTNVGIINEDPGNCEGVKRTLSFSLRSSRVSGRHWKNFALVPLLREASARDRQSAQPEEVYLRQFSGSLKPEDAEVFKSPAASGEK
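TRPV1-expressing cells were cultured overnight at 35.5C and loaded with Fluo-8 calcium dye for 40 to 90 min at room temperature. After a 10 s baseline, compound was added and calcium influx was read kinetically for 3 min (ex 480/em 520 nm).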
p53 reactivation – mutant p53 re-activation in reporter cells; H1299 p53-A138V BP100-luciferase reporter, luminescence, 24 h; Potency, µM (titrated, usually from 92.2 µM), for the others: at the top dose activity change, positive = activation, hits mostly activators; 320,000 compounds, 0.063% hits; note: potency is the fitted concentration of half-maximal effect; % of control where 0% means no effect; nearly all actives have a fitted effect of over 45% in size
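p53-null H1299 cells stably carrying temperature-sensitive p53-A138V and a BP100-luciferase reporter were pinned with compounds (4-point, 1:5 series) and held 24 hrs at 37 deg C. Luminescence was read 10 min after detection reagent.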
BRCA1 expr up – activators of BRCA1 expression; Potency, µM (titrated, usually from 46.1 µM), for the others: top-dose activation, usual class: activators; AID 624202; 380,000 compounds, 1.1% hits; MCF7-BRCA1-FFLuc reporter, luminescence, 48 h; response scale: scaled: vehicle 0%, 10 µM genistein 100%; note: potency is the fitted concentration of half-maximal effect; nearly all actives have a fitted effect of over 80% in size; some results filed as inactive show a strong effect at the top dose
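Using MCF7 cells harboring a BRCA1 firefly luciferase reporter, plated 2 h before compound pinning, the screen measured luminescence after 48 h incubation. Responses were normalized to DMSO and 10 microM genistein, then fitted for concentration-effect.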
* hit, by the source's call; [ ] = dose if it differs, or a comment. Unless noted, calls come from the whole dose curve; as a rule, active = well fitted curve in the direction sought with a large enough effect; inconclusive = small, poorly fitted or top-dose-only effect, or another doubt; inactive = no such curve, though single readings can be large; an effect the other way counts as inactive or inconclusive.

The opening 2 entries, ahead of the listing:
Results for O=C(NCC1CCCO1)C1CC(c2ccc(Cl)c(Cl)c2)=NO1 (stereo unspecified) ?
TCR activator: 0%; Integrin act MD: -22%; AT treatment: 2%; TSG101-PTAP inh: -13%; CXXC DNA block: 7%; ELG1 repair inh: 11%; B2AR arrestin: 0.0%; TRPV1 agonist: 0; p53 reactivation: 9%; BRCA1 expr up: 38%

What do the screens show for `O=[N+]([O-])c1ccc(N2CCN(Cc3ccc(Br)o3)CC2)cc1`?
TCR activator: -2%; Integrin act MD: -26%; AT treatment: -9%; TSG101-PTAP inh: -10%; CXXC DNA block: 23%; ELG1 repair inh: -6%; B2AR arrestin: -1.1%; TRPV1 agonist: -2; BRCA1 expr up: 0%

This part in full, repeating the preview:
Results for O=C(NCC1CCCO1)C1CC(c2ccc(Cl)c(Cl)c2)=NO1 (stereo unspecified) ?
TCR activator: 0%; Integrin act MD: -22%; AT treatment: 2%; TSG101-PTAP inh: -13%; CXXC DNA block: 7%; ELG1 repair inh: 11%; B2AR arrestin: 0.0%; TRPV1 agonist: 0; p53 reactivation: 9%; BRCA1 expr up: 38%

What do the screens show for `O=[N+]([O-])c1ccc(N2CCN(Cc3ccc(Br)o3)CC2)cc1`?
TCR activator: -2%; Integrin act MD: -26%; AT treatment: -9%; TSG101-PTAP inh: -10%; CXXC DNA block: 23%; ELG1 repair inh: -6%; B2AR arrestin: -1.1%; TRPV1 agonist: -2; BRCA1 expr up: 0%

Results for O=C(CCl)Nc1cc(S(=O)(=O)N2CCOCC2)ccc1N1CCOCC1 ?
TCR activator: -5%; Integrin act MD: -12%; AT treatment: 4%; TSG101-PTAP inh: -2%; CXXC DNA block: -1%; ELG1 repair inh: -3%; B2AR arrestin: 0.1%; TRPV1 agonist: -1; p53 reactivation: 6%; BRCA1 expr up: 25%

Results for COc1ccccc1N1CCN(C2CCCC(C)C2)CC1 (stereo unspecified) ?
TCR activator: 6%; Integrin act MD: -5%; AT treatment: -5%; TSG101-PTAP inh: 1%; CXXC DNA block: 15%; ELG1 repair inh: -5%; B2AR arrestin: 0.5%; TRPV1 agonist: 1; p53 reactivation: -3%; BRCA1 expr up: -11%

How did CCOc1ccccc1-n1c(SCC(=O)N2CCOCC2)nnc1-c1ccccn1 do in these assays?
TCR activator: -3%; Integrin act MD: 16%; AT treatment: 3%; TSG101-PTAP inh: -5%; CXXC DNA block: -20%; ELG1 repair inh: -5%; B2AR arrestin: -4.0%; TRPV1 agonist: 2; p53 reactivation: 2%; BRCA1 expr up: 9%

What do the screens show for `OCCNc1ncnc2c1nnn2Cc1ccccc1`?
Integrin act MD: -5%; AT treatment: -7%; TSG101-PTAP inh: 1%; CXXC DNA block: 4%; ELG1 repair inh: -1%; B2AR arrestin: 0.1%; TRPV1 agonist: 1; p53 reactivation: 2%; BRCA1 expr up: 5%

Results for CC(C)(C)C(=O)N1CCN(c2ccc(Cl)cc2[N+](=O)[O-])CC1 ?
TCR activator: 2%[46.1 µM]; Integrin act MD: -4%; AT treatment: 8%; TSG101-PTAP inh: -1%; CXXC DNA block: -4%; ELG1 repair inh: 10%; B2AR arrestin: -1.2%; TRPV1 agonist: inconclusive; p53 reactivation: 20%; BRCA1 expr up: 46%

How did Cc1cc(C)cc(NC(=O)CSc2nc3ccccc3nc2N2CCCC2)c1 do in these assays?
TCR activator: -4%; Integrin act MD: -24%; AT treatment: 13%; TSG101-PTAP inh: 1%; ELG1 repair inh: inconclusive; B2AR arrestin: -0.5%; TRPV1 agonist: 6; p53 reactivation: 6%; BRCA1 expr up: -40%

What do the screens show for `CCCCn1c(SCC(=O)NC2CCS(=O)(=O)C2)nc2ccccc2c1=O` (stereo unspecified)?
TCR activator: -9%; Integrin act MD: -20%; AT treatment: 2%; TSG101-PTAP inh: -3%; CXXC DNA block: -6%; ELG1 repair inh: 1%; B2AR arrestin: -0.9%; TRPV1 agonist: -3; p53 reactivation: 13%; BRCA1 expr up: -4%

What do the screens show for `COc1cc2c(cc1NC(=O)CSc1nccn1C)oc1ccccc12`?
TCR activator: 6%[46.1 µM]; Integrin act MD: 27%; AT treatment: -4%; TSG101-PTAP inh: -5%; CXXC DNA block: 10%; ELG1 repair inh: 5%; B2AR arrestin: 0.3%; TRPV1 agonist: 9; p53 reactivation: 5%; BRCA1 expr up: inconclusive

What do the screens show for `COc1cccc(CNS(=O)(=O)c2cc3c(cc2Cl)NC(=O)CO3)c1`?
TCR activator: 2%; Integrin act MD: -22%; AT treatment: 5%; TSG101-PTAP inh: 0%; ELG1 repair inh: inconclusive; B2AR arrestin: -0.8%; TRPV1 agonist: 3; p53 reactivation: 11%; BRCA1 expr up: -15%

What do the screens show for `O=C(NCCS(=O)(=O)N1CCCCC1)c1ccccc1`?
TCR activator: -3%; Integrin act MD: -10%; AT treatment: 1%; TSG101-PTAP inh: -4%; ELG1 repair inh: 15%; B2AR arrestin: -0.2%; TRPV1 agonist: 1; p53 reactivation: 1%; BRCA1 expr up: 1%

What do the screens show for `CCOc1ccc(NC(=O)C(=O)NCCN2CCN(C(=O)c3ccc(C)cc3)CC2)cc1`?
TCR activator: 3%; Integrin act MD: 9%; AT treatment: -4%; TSG101-PTAP inh: 2%; CXXC DNA block: 1%; ELG1 repair inh: 6%; B2AR arrestin: -0.1%; TRPV1 agonist: 3; p53 reactivation: -2%; BRCA1 expr up: -16%

Results for Cc1ccc(OCC(=O)Nc2ccccc2C(=O)NC2CC2)cc1C ?
TCR activator: -2%; Integrin act MD: 9%; AT treatment: 0%; TSG101-PTAP inh: -3%; CXXC DNA block: 22%; ELG1 repair inh: -1%; B2AR arrestin: -0.2%; TRPV1 agonist: inconclusive; p53 reactivation: 14%; BRCA1 expr up: -28%

What do the screens show for `CCOC(=O)C1CCCCN1C(=O)c1ccc2nc(Cc3ccc(OC)cc3)oc2c1` (stereo unspecified)?
TCR activator: 2%; Integrin act MD: -9%; AT treatment: 9%; TSG101-PTAP inh: -1%; CXXC DNA block: 4%; ELG1 repair inh: -6%; B2AR arrestin: 0.0%; TRPV1 agonist: 25; p53 reactivation: 1%; BRCA1 expr up: -18%

What do the screens show for `COc1ccc(N2CC(C(=O)N(C)CC(=O)Nc3ccc(Cl)c(C(F)(F)F)c3)CC2=O)c(OC)c1` (stereo unspecified)?
TCR activator: 13%; Integrin act MD: -15%; AT treatment: -10%; TSG101-PTAP inh: -4%; ELG1 repair inh: inconclusive; B2AR arrestin: -0.7%; TRPV1 agonist: 8; p53 reactivation: -8%; BRCA1 expr up: -38%

Results for CCOc1ccc(N2CC(C(=O)NCC(=O)Nc3ccc(F)c(F)c3F)CC2=O)cc1 (stereo unspecified) ?
TCR activator: 2%; Integrin act MD: 3%; AT treatment: 0%; TSG101-PTAP inh: -3%; ELG1 repair inh: 0%; B2AR arrestin: 0.3%; TRPV1 agonist: -3; p53 reactivation: 2%; BRCA1 expr up: -23%

How did CCc1ccc(-c2ccc(SCc3ccccn3)nn2)cc1 do in these assays?
TCR activator: 1%; Integrin act MD: 5%; AT treatment: -6%; TSG101-PTAP inh: -2%; CXXC DNA block: 8%; ELG1 repair inh: inconclusive; B2AR arrestin: 0.0%; TRPV1 agonist: inconclusive; p53 reactivation: 13%; BRCA1 expr up: 5µM*

How did O=C(c1cc(-c2ccc(F)cc2)on1)N1CCCC1 do in these assays?
TCR activator: -11%; Integrin act MD: 9%; AT treatment: 0%; TSG101-PTAP inh: -1%; CXXC DNA block: 2%; ELG1 repair inh: inconclusive; B2AR arrestin: -0.2%; TRPV1 agonist: inconclusive; p53 reactivation: inconclusive; BRCA1 expr up: 19%

What do the screens show for `CC1CCN(c2oc(-c3ccccc3Cl)nc2C#N)CC1`?
TCR activator: 5%; Integrin act MD: 12%; AT treatment: 0%; TSG101-PTAP inh: -3%; CXXC DNA block: -5%; ELG1 repair inh: inconclusive; B2AR arrestin: 0.9%; TRPV1 agonist: 22; p53 reactivation: inconclusive; BRCA1 expr up: 6.3µM*

How did Cc1ccc(OCC(=O)NC2CCS(=O)(=O)C2)cc1 (stereo unspecified) do in these assays?
TCR activator: 2%; Integrin act MD: -7%; AT treatment: 1%; TSG101-PTAP inh: -6%; CXXC DNA block: 8%; ELG1 repair inh: 0%; B2AR arrestin: -0.5%; TRPV1 agonist: 2; p53 reactivation: 3%; BRCA1 expr up: 7%

What do the screens show for `O=C(Cc1ccccc1)NCC1COc2ccccc2O1` (stereo unspecified)?
TCR activator: 6%; Integrin act MD: inconclusive; TSG101-PTAP inh: -1%; BRCA1 expr up: 20%

What do the screens show for `CCOc1ccc(S(=O)(=O)N2CCc3ccccc3C2)cc1`?
TCR activator: -2%; Integrin act MD: 1%; AT treatment: 13%; TSG101-PTAP inh: 0%; CXXC DNA block: -4%; ELG1 repair inh: -2%; B2AR arrestin: -2.0%; TRPV1 agonist: 18; p53 reactivation: 2%; BRCA1 expr up: -12%

This is a random part of the collection. About 3.8% of those tested had a hit in this group.
